# Dynein transport: dynein cargo transport inhibition; 3617.4 mouse cells, GR-EGFP nuclear translocation imaging; test concentration mostly 20 µM; stimulated with dexamethasone, 1 µM; stronger effect = lower value; z-score, hits read low; 220,000 compounds, 0.47% hits;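 active means plate z-score of nuclear minus cytoplasmic receptor signal below a set negative limit, without overly bright fluorescence or cell loss, cut at about -3.5 in these data, passing the limit was not always enough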;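 further: z-score of nuclear minus cytoplasmic ring GR-EGFP intensity difference per well; some compounds called inactive have numbers as strong as hits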
#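 Also added – dexamethasone, 1.0 µM final · Buffer or medium – tet-free, stripped-serum medium · Schedule – induction 48 h, compound 1 h, agonist 30 min · Detection – formaldehyde fixation, Hoechst nuclear stain, 10x automated fluorescence imaging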
# PMI inhibitors: MPI enzyme activity inhibition – biochemical, fluorescence intensity, coupled assay, primary screen (AID 1209); purified PMI enzyme, coupled fluorescence intensity; higher % means a stronger effect; one-dose inhibition, % at 20 µM; IC50 in µM for titrated hits; 190,000 compounds, 0.42% hits; in the data active means inhibition above about 50%;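 further: plate controls were DMSO vehicle for no effect and wells lacking substrate for full effect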
# TNAP activators: human TNAP enzyme activators, primary screen, biochemical, luminescent, no phosphate acceptor, uHTS (AID 1001) | purified TNAP, luminescent activation assay, no phosphate acceptor; higher activation fold means a stronger effect | activation fold at 20 µM; hits with a dose series show EC50 in µM | 200,000 compounds, 0.03% hits; in the data active means activation fold from about 3, or a potency from the dose series; inactive means the rest, 99 in 100 with activation fold below about 1.6; further: many of its hits are not listed in these tables
# MT stabilize HCS: stabilizes microtubules in HeLa cells; HeLa tubulin immunostaining HCS, 24 h; share of cells brighter than vehicle mean+2SD; % tubulin-high responders, % at 10 µM; 200,000 compounds, 0.83% hits;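 active means plate Z-score above 3 for both tubulin-high and condensed-nucleus cell shares, with cell loss under 80%, at 10 µM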;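 further: anti alpha tubulin signal scored within the nucleus-defined area of each cell; some results filed as inactive read as strong as hits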
# bCat nuc transl: modulators of beta-catenin nuclear translocation. HeLa beta-catenin nuclear translocation, immunofluorescence imaging. nuclear translocation activity, % at 5 µM. 190,000 compounds, 0.3% hits. AID 1665;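 active means nuclear translocation activity above 50% at 5 µM, with a well cell count of 50 or more; inconclusive means wells under 50 cells across six images, flagged as toxic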;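 further: per-cell ratio of nuclear to cytoplasmic median beta-catenin stain intensity; plate controls were DMSO negative control for no effect and GSK-3 inhibitor IX positive control for full effect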
#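 System: Human HeLa cells, endogenous beta-catenin | Compound dosing: 5 µM primary, 0.02–20 µM confirmation | Timing: 24 h compound exposure at 37°C, 5% CO2 | Measured by: Fluorescence imaging of beta-catenin antibody stain plus DAPI | Read-out basis: % activation of per-cell nuclear versus cytoplasmic median beta-catenin signal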
# Lipid droplet: hepatic lipid droplet formation modulation; AML12 mouse hepatocytes, oleate lipid droplets, BODIPY imaging; 240,000 compounds, 0.4% hits; AID 1656; inhibition, % at 6.5 µM;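 active means lipid droplet intensity inhibited by at least 50%, with more than 500 cells counted; inconclusive means wells with under 300 cells, treated as cytotoxic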
#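 Technique: fluorescence imaging, 20x objective, two fields per well / Assay system: AML12 hepatocytes (mouse) / Measure: % inhibition of lipid droplet signal / Doses: 6.5 µM single-point dosing / Incubation: overnight exposure / Reagent: 100 µM oleic acid challenge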
# T cell HTS: modulates CD8 T cell binding to vesicles; calls only at 7 µM; 2C CD8+ T cell-vesicle binding, flow cytometry; stronger effect = lower value; AID 2052; 330,000 compounds, 0.068% hits;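 active means response, share of CD8 T cells binding vesicles, and their 90th percentile fluorescence all below set limits, cut at about 80% in these data, passing the limit was not always enough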
#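 material = purified 2C TCR transgenic mouse naive CD8+ T cells | controls = Unloaded micro-vesicles (low), QL9 vesicles with 0.7% DMSO (high) | detection = cytometric PE anti-B7-1 and Alexa647 anti-CD8 signals after 1% paraformaldehyde fixation | incubation = binding step 1.5 h, 37 °C, antibody labelling 20 min, ice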
# Myeloid diff 2: promotes myeloid progenitor differentiation; 360,000 compounds, 1% hits; calls only at 10 µM; ER-HoxA9 myeloid progenitors, lysozyme-GFP differentiation, flow cytometry; AID 624256;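 active means normalized GFP-positive differentiation at or above the plate's own cutoff, the solvent-only control mean plus 3 SD; inconclusive means no clear call, values can overlap the other calls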;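 further: cells exposed to compound for four days before flow analysis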
# Ins promoter up: MIN6 insulin promoter up-regulation | MIN6 insulin promoter-GFP reporter, high-content imaging; stronger effect = higher value | z-score at 5 µM | 190,000 compounds, 0.3% hits | AID 1625;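 active means z-score above 3 at 5 µM with at least 500 cells counted in the well; inconclusive means wells under 500 cells, flagged as cytotoxic or low count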
# Dynein transport cytoplasmic EGFP: second read-out of Dynein transport, no call of its own (marks repeat the call); z-score; measured here: cytoplasmic GR-EGFP intensity; stronger effect = higher value
# Dynein transport nuclear GR-EGFP: also measured in Dynein transport; calls as there; z-score; measured here: nuclear GR-EGFP intensity;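 lower value marks the stronger effect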
# Dynein transport cell count: also measured in Dynein transport; calls as there; z-score; measured here: cell count per field
# Ins promoter up cell count: also measured in Ins promoter up; calls as there; cell count; measured here: cytotoxicity, nuclei count;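 total cells summed across four imaged fields per well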
# Lipid droplet cells 6.5 µM: recorded beside Lipid droplet, whose call it bears; cell count; measured here: cell count, cytotoxicity flag;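 cells counted across two imaged fields per well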
# bCat nuc transl cell count 5 µM: also measured in bCat nuc transl; calls as there; cell count; measured here: cell count, cytotoxicity flag
# T cell HTS vesicle-bound %: also measured in T cell HTS; calls as there; double positive events, %; measured here: CD8+ vesicle-bound cell fraction;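 binding gate set so that unloaded-vesicle control wells show 10% double positive cells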
# MT stabilize HCS Hoechst-high %: also measured in MT stabilize HCS; calls as there; % Hoechst-high responders; measured here: nuclear condensation Hoechst responders;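 share of cells brighter than vehicle mean plus two SD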
# MT stabilize HCS cytotoxicity %: second read-out of MT stabilize HCS, no call of its own (marks repeat the call); toxicity, %; measured here: cytotoxicity by cell density;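 0% = mean cell density of plate MIN control wells and 100% = no cells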
# Myeloid diff 2 GFP+ MAC1+ %: further read-out of Myeloid diff 2, marked with its call; GFP+ MAC1+ double positive, %; measured here: differentiation confirmed by MAC1 staining
# An asterisk follows results filed as active; i = inactive; ? = inconclusive; / = no result given; + = active, no number. Random draw from the library; 3% or so of the library scored in one or more.
SMILES,Dynein transport,Dynein transport cytoplasmic EGFP,Dynein transport nuclear GR-EGFP,Dynein transport cell count,PMI inhibitors,TNAP activators,MT stabilize HCS,MT stabilize HCS Hoechst-high %,MT stabilize HCS cytotoxicity %,bCat nuc transl,bCat nuc transl cell count 5 µM,Lipid droplet,Lipid droplet cells 6.5 µM,T cell HTS,T cell HTS vesicle-bound %,Myeloid diff 2,Myeloid diff 2 GFP+ MAC1+ %,Ins promoter up,Ins promoter up cell count
CC(=O)Nc1ccc(S(=O)(=O)N(CCc2ccccc2)CC(=O)N/N=C/c2ccc(C(=O)O)cc2)cc1,2.8,-0.09,1.5,-1.3,-6%,1,2.5,1.4,9.5,4.2,1024,-8,644,i,14,i,0.3,0.04,1351
COc1ccc(C(=O)NC(=S)Nc2ccccc2[N+](=O)[O-])cc1OC,0.32,-0.24,0.36,0.12,4%,1,2.2,1.0,4.3,0.5,1100,2,676,i,30,i,0.1,0.3,1515
COc1cc(CC(=O)Nc2cccc(C(F)(F)F)c2)cc(OC)c1OC,-0.11,-0.18,-0.42,0.31,9%,1.1,2.6,2.1,3.2,-2.8,557,8,652,i,27,i,1.0,-0.11,1262
O=C(CSc1nnc(-c2ccco2)n1Cc1ccccc1)NC(=O)NCc1ccco1,-0.68,-0.077,-0.39,-0.25,15%,1,2.4,2.1,18,-3.8,1115,3,552,i,17,i,1.0,1.4,2019
COc1ccc([C@@H]2C[C@H]3CN(c4ccccc4)C(=O)[C@]34CCCN24)c(OC)c1OC,-0.81,-0.22,-0.5,0.43,-8%,1.2,5.4,2.7,6.6,0.4,966,-30,702,i,35,i,0.7,-0.34,1466
COc1cccc(-c2cc(C(=O)O)no2)c1,-1.2,-0.19,-0.35,1.4,4%,1.1,2.2,3.0,4.8,-17,1209,12,805,i,24,i,1.7,/,/
O=C(Nc1nnc(C2CC2)s1)c1n[nH]c(=O)c2ccccc12,-0.32,0.15,-0.17,0.17,/,/,/,/,/,-1.8,1296,2,632,i,37,i,0.3,-0.01,1368
CC(NC=C1C(=O)OC(C)(C)OC1=O)C(=O)O (stereo not drawn),0.44,-0.27,0.31,-0.34,-19%,1.1,3.5,2.6,4.2,0.2,1126,-4,682,i,61,i,0.1,-0.25,1270
C=C1C(=O)[C@@]23[C@H](O)C[C@@H]4C(C)(C)CC[C@H](O)[C@]4(C)[C@@H]2C[C@H](O)[C@@H]1[C@H]3O,-5.1*,1.1*,-2*,0.73*,5%,1,5.0,4.1,6.3,/,/,-20,621,i,26,i,1.0,/,/
CC1(C)CC(=O)C2=C(C1)OC1OC(=O)CC21C (stereo not drawn),-0.19,-0.087,0.16,-1.2,2%,1,3.0,2.8,14,-1.7,1065,0,656,i,41,i,0.6,0.09,1191
Cc1cc2cc(CNC(=O)c3cccs3)ccc2[nH]1,0.5,-0.028,0.55,-0.37,33%,1,4.5,2.4,5.6,-0.3,1043,-2,385,i,29,i,3.2,2.5,1828
COCCNC(=S)Nc1ccccc1Cc1ccccc1,-0.39,-0.33,0.39,-0.25,1%,1.1,4.9,2.4,0.7,-0.2,881,15,650,i,53,i,0.6,/,/
Cc1cc(N/N=C/c2cccc(Cl)c2)nc(NCc2ccccc2)n1,0.07,-0.26,-0.17,0.044,17%,1.2,5.8,1.7,9.3,0.4,921,-23,545,i,39,i,0.0,/,/
COc1cccc(C=NCC(C)N=Cc2cccc(OC)c2O)c1O (stereo not drawn),-0.047,-0.25,0.093,0.4,25%,1.1,2.0,3.2,0.3,-1.2,919,18,743,i,36,i,0.6,0.15,1255
Cn1c(NC(=O)c2ccc(F)cc2)c(-c2cccs2)c(=O)c2ccccc21,-0.42,-0.1,-0.18,0.55,/,/,/,/,/,1.2,1360,-6,630,i,53,i,0.9,0.12,1131
O=[N+]([O-])c1ccc(Cl)c(/C=N/n2c(-c3ccncc3)n[nH]c2=S)c1,-1.5,-0.27,-0.4,2.4,/,/,/,/,/,-0.3,1314,-7,776,i,56,+,0.9*,/,/
COc1ccc(Oc2nc3c(C)cccn3c(=O)c2/C=C(\C#N)C(N)=O)cc1,0.19,-0.25,0.23,0.039,/,/,/,/,/,0.1,1323,4,722,i,7,i,0.8,-0.45,1352
CC(C)C[C@H](NC(=O)c1nc[nH]c1C(=O)N1CCc2ccccc2C1)C(=O)OCc1ccccc1,-0.77,-0.82,-0.35,0.009,/,/,/,/,/,0.4,1191,-3,740,i,15,i,1.2,-0.17,1050
[S-]C(=Nc1ccc(Cl)cc1)N[n+]1ccccc1,-0.73,-0.32,-0.33,0.61,36%,1,4.9,3.6,6.2,0.3,525,3,748,i,42,i,0.3,0.71,1128
O=C(N=C1c2ccccc2CN1c1ccc(F)cc1)c1ccc(Cl)nc1,-0.21,-0.21,0.14,-0.48,-10%,1.1,5.1,2.7,6.1,0.3,1051,8,695,i,44,i,0.3,1.8,1421
COCCCNC(=O)C1CC(=O)N(CCc2ccccc2)C1 (stereo not drawn),-0.92,0.51,-0.17,0.72,-7%,1.1,1.3,1.1,6.8,/,/,/,/,i,19,i,6.5,-0.64,1037
Cc1cccc(S(=O)(=O)NCCC(=O)OCC(=O)Nc2ccc(C#N)cc2)c1,-0.84,-0.19,-0.51,0.4,12%,1,3.5,2.4,5.0,/,/,35,600,i,21,i,0.2,-0.1,1319
O=C(CCc1c[nH]c2ccccc12)N=Nc1c(O)[nH]c2ccccc12,1.2,-0.18,0.53,-0.41,-2%,1.5,5.1,3.6,8.2,-5.8,1058,18,718,i,39,i,0.2,0.78,1588
CC(=NC1CCCC1)c1c(C)[nH]n(-c2nc3ccccc3s2)c1=O,1.3,-0.042,0.87,0.81,3%,1.1,0.5,2.2,6.8,-2.5,940,/,/,i,8,i,0.6,-0.14,1434
CCCCC(C)n1[nH]c(=O)c2c(C)cc(C)nc21 (stereo not drawn),0.19,-0.27,0.17,0.11,/,/,/,/,/,-0.1,1346,1,780,i,30,i,0.4,-0.04,989
O=C(N/N=C1/CCc2ccccc21)C1CC1,-1.1,-0.25,-0.54,1.4,-1%,1,1.5,2.0,9.1,-4.5,1080,-24,666,i,58,i,0.5,0.12,1314
CCOC(=O)N1CCN(C(=O)c2ccccc2-c2ccccc2)CC1,-0.39,-0.23,-0.25,0.29,-3%,1.1,32*,15*,62*,50,415,-8,730,i,5,?,/,-0.11,774
Cc1c(C(=O)N2CCc3ccccc32)oc2ccccc12,2.3,0.11,2.5,-4,8%,0.7,1.8,2.6,6.4,1.3,1036,-18,555,i,38,i,2.5,-0.03,1311
Cc1ccc2nsnc2c1S(=O)(=O)NCc1ccc2c(c1)OCO2,0.43,-0.21,0.45,-0.71,-4%,1.1,3.4,2.4,4.0,0.1,1193,-3,737,i,23,i,2.7,-0.4,1345
COC(=O)c1cc(NC(=O)c2ccc(C)cc2)c(=O)oc1C,-0.28,-0.35,0.1,0.25,-51%,1,5.5,2.9,7.5,-2.1,1041,20,676,i,41,i,0.1,0.21,1231
Cn1c(N)c(C(=O)COC(=O)c2cc(C3CC3)nc3ccccc23)c(=O)n(C)c1=O,-0.025,-0.097,0.45,0.39,-2%,1.1,4.1,3.0,4.7,/,/,9,766,i,14,i,0.6,0.21,1186
COc1ccc(OC(C)C(=O)Nc2cccc(OC)c2)cc1 (stereo not drawn),-0.063,-0.3,0.01,1.2,15%,1.1,2.4,0.8,63,/,/,2,685,i,42,/,/,1.6,1228
CCOC(=O)Cn1nc(C)n(-c2ccc(F)cc2)c1=O,-0.71,-0.31,0.39,0.29,-1%,1.1,4.3,3.2,6.1,-4.5,1096,8,654,i,49,/,/,0.38,1776
O=C(CSCc1ccccc1Cl)N1CCN(c2ccccn2)CC1,-0.36,-0.31,-0.18,0.14,-1%,1.2,1.1,1.3,6.0,/,/,-8,816,i,42,i,6.2,2,799
CCOC(=O)CC1(c2ccccc2)CCOC(C)(C)C1 (stereo not drawn),2.1,0.014,1.8,-1.5,5%,1.1,2.0,1.6,4.0,-9.4,1271,11,759,i,22,i,0.6,/,/

# Structures above that have a furan ring, fused or not:
SMILES,Dynein transport,Dynein transport cytoplasmic EGFP,Dynein transport nuclear GR-EGFP,Dynein transport cell count,PMI inhibitors,TNAP activators,MT stabilize HCS,MT stabilize HCS Hoechst-high %,MT stabilize HCS cytotoxicity %,bCat nuc transl,bCat nuc transl cell count 5 µM,Lipid droplet,Lipid droplet cells 6.5 µM,T cell HTS,T cell HTS vesicle-bound %,Myeloid diff 2,Myeloid diff 2 GFP+ MAC1+ %,Ins promoter up,Ins promoter up cell count
O=C(CSc1nnc(-c2ccco2)n1Cc1ccccc1)NC(=O)NCc1ccco1,-0.68,-0.077,-0.39,-0.25,15%,1,2.4,2.1,18,-3.8,1115,3,552,i,17,i,1.0,1.4,2019
Cc1c(C(=O)N2CCc3ccccc32)oc2ccccc12,2.3,0.11,2.5,-4,8%,0.7,1.8,2.6,6.4,1.3,1036,-18,555,i,38,i,2.5,-0.03,1311
